All columns: NCI-60 one-dose screen, growth in % after 48 h at 10 µM unless noted; 100 = growth as untreated, 0 = no growth, -100 = all killed.
BT-549 – BT-549 breast cancer | actives 4.4% (n = 78,000) | AID 1794793
T-47D – T-47D breast cancer; actives 5% (n = 79,000)
MCF7 – MCF7 breast cancer; actives 6.3% (n = 82,000); AID 1794796
MDA-MB-468 – MDA-MB-468 breast cancer; actives 8.5% (n = 78,000); AID 2202374
MDA-MB-231 – MDA-MB-231 breast cancer. AID 1794789. actives 5% (n = 81,000)
K-562 – K-562 leukemia. actives 7.4% (n = 78,000). AID 1794777
MOLT-4 – MOLT-4 leukemia cells. actives 6.9% (n = 80,000). AID 1794779
SR – SR leukemia cells. AID 1794780. actives 8.7% (n = 73,000)
* marks the source's active call; other numbers are inactive results; x = no result given; & = joins results of further samples. The calls were made as follows: active = growth percent below 10; inactive = the rest. This is a random part of the collection; about 13% have a hit in one of these screens.

cpd | canonical_smiles | T-47D | MCF7 | MOLT-4 | BT-549 | K-562 | MDA-MB-468 | SR | MDA-MB-231
1 | ClC(Cl)c1nc(-c2cccnc2)n2nc(-c3ccccc3)cc2n1 | 50 | 51 | 15 | 68 | 6.1* | -30* | 13 | 17
2 | CCOC(=O)c1c(C)nc2c(c1N)/C(=C/c1ccc[nH]1)C(=O)N2Cc1ccc(OC)c(F)c1 | 69 | 89 | 90 | 84 | 87 | 90 | 88 | 74
3 | O=C(Cn1cc(CN2CCN(c3ccnc4cc(Cl)ccc34)CC2)nn1)Nc1ccccc1 | 102 | 95 | 90 | 92 | 79 | 88 | 92 | 84
4 | O=C(NCc1ccc(Cl)cc1Cl)C1CCC(=O)N1c1cscn1 (stereo not drawn) | 95 | 93 | 102 | 96 | x | 119 | 97 | 92
5 | O=C(c1ccccc1)C(c1ccccc1)[n+]1ccccc1 (stereo not drawn) | 88 | 98 | 92 | 97 | 96 | 107 | 101 | 112
6 | Cn1cc2cc(/C=C3\NC(=NC45CC6CC(CC(C6)C4)C5)NC3=O)ccc2n1 | 77 | 74 | 93 | 69 | 90 | 45 | x | 86
7 | NC(=N\N=C\c1ccccc1)/C(N)=N/N=C/c1ccccc1 | 91&104 | 94&94 | 99&151 | 96&92 | 95&105 | 112&103 | 85&135 | 115&110
8 | O=C(OCc1ccccc1)c1ccccc1 | 88&96 | 94&107 | 83&102 | 102&109 | 104 | 75&95 | 87&104 | 102&88
9 | CC(=O)Nc1ccc(OCc2ccccc2)cc1[N+](=O)[O-] | x | 100 | 113 | 100 | 118 | 113 | 108 | 82
10 | CN1CCN(C(=O)C23CCC(C)(C)C[C@H]2C2=CC[C@@H]4[C@@]5(C)C/C(=C/c6ccco6)C(=O)C(C)(C)[C@@H]5CC[C@@]4(C)[C@]2(C)CC3)CC1 (stereo partly drawn) | 53 | 82 | 67 | 96 | 59 | 87 | 52 | 78
11 | COC(=O)c1c(NC(=O)C(F)(F)F)sc2c1CCC1(C2)OCCO1 | 100 | 96 | 102 | 106 | 92 | 110 | 105 | 102
12 | O=C(O)c1ccc(-n2cc(/C=N/Nc3ccc(Cl)cc3)c(-c3cc4ccccc4oc3=O)n2)cc1 | 76 | 77 | 81 | 84 | 42 | 144 | 77 | 78
13 | O=C(O)CSc1ccccc1 | x | x | 98 | 111 | 111 | 96 | 98 | 114
14 | COc1ccc(C2C3=C(COC3=O)N(CCO)c3cc(OC)ccc32)cc1 (stereo not drawn) | 95 | 107 | 90 | 96 | 92 | 106 | 87 | 105
15 | Cc1ccc(O)c(C(=O)c2cccc(Cl)c2)c1 | 108 | 100 | 94 | 105 | 116 | 121 | x | 107
16 | NC(N)=NC(N)=Nc1ccc(Cc2ccc(N=C(N)N=C(N)N)cc2)cc1 | 73 | 91 | 106 | 95 | 109 | 104 | 89 | 107
17 | C#CCOc1cc(/C=N/Nc2nc(-c3ccc(OC)cc3)cs2)ccc1O | 61 | 69 | 87 | 85 | 59 | 43 | 74 | 97
18 | COc1cc(-c2nnc(SCC(=O)Nc3ccc(C(C)=O)cc3)o2)cc(OC)c1OC | 88 | 92 | 127 | 93 | 106 | 94 | 90 | 83
19 | COc1cc2nc(N3CCC[C@H](NC(=O)C4COc5ccccc5O4)C3)nc(N)c2cc1OC (stereo partly drawn) | 94&101 | 97&103 | 91&91 | 110&99 | 89&101 | 107&100 | 94&90 | 104&95
20 | Cc1nn(-c2ccccc2)c(N2CCOCC2)c1-c1nc2ccc(C(=O)NN)cc2[nH]1 | 87 | 99 | 100 | 104 | 95 | 103 | 98 | 98
21 | c1ccc2sc(SCN3CCN(CSc4nc5ccccc5s4)CC3)nc2c1 | 89 | 94 | 99 | 60 | 104 | 116 | 92 | 115
22 | CC(=O)Nc1nc(C)c(C(=O)N/N=C/N2CCOCC2)s1 | 102 | 99 | 188 | x | 174 | 116 | 169 | 109
23 | CCCCN1C(=O)c2cccc3c(OC)cc(/C=C/C(=O)OCC)c(c23)C1=O | 99 | 92 | 101 | 108 | 103 | 97 | x | 104
24 | O=S(=O)(OCC(O)C(O)C(O)C(O)COS(=O)(=O)c1ccccc1)c1ccccc1 (stereo not drawn) | 91 | 92 | 113 | 101 | 107 | 109 | 105 | 106
25 | ClCCOCCSC1=NCCN1 | 101 | 90 | 105 | 120 | 102 | 107 | 94 | 108
26 | CCOC(=O)C(Br)C(Br)c1ccccc1 (stereo not drawn) | 76 | 77 | 80 | 100 | 73 | 92 | 73 | 101
27 | CN(C)c1nc(-c2ccccc2)c(/C=C2\SC(=S)N(CCCCCCCCCCC(=O)O)C2=O)s1 | 65 | 83 | 83 | 71 | 61 | 101 | x | 104
28 | CCOC(=O)c1cc(C(=O)c2ccc(F)cc2F)n2ccccc12 | 76 | 94 | 87 | 89 | 86 | 102 | 73 | 80
29 | CCN(CC)CCCCC(C)Nc1ccnc2cc(Cl)ccc12 (stereo not drawn) | 120 | 111 | 90 | 109 | 59 | 115 | 100 | 101
30 | COc1ccc([N+](=O)[O-])cc1F | 105 | 91 | x | x | 90 | 109 | x | 103
31 | O=C(/C=C/c1cn(-c2ccccc2)nc1-c1ccc(F)cc1)OCc1cn(-c2cccc([N+](=O)[O-])c2)nn1 | 94 | 92 | 66 | 105 | 77 | 113 | 101 | 93
32 | CCCCCCCCCCCC(=O)Nc1ccccc1 | 92 | 92 | 88 | 98 | 83 | 83 | 99 | 107
33 | O=c1nc2c(-c3ccccc3)n[nH]n2c2ccsc12 | 107 | 103 | 112 | 96 | 111 | 97 | 111 | 105
34 | O=C(C[C@]1(O)C(=O)Nc2ccc(Br)cc21)c1ccccn1 | 102 | 106 | 92 | 104 | 98 | 98 | 77 | 76
35 | O=C(O)N/N=C/c1ccc(Cl)cc1 | 92 | 93 | 97 | 119 | 113 | 95 | 86 | 102
36 | C=C(C[n+]1ccccc1)[C@@H]1CC[C@]2(C(=O)OC)CC[C@]3(C)[C@H](CC[C@@H]4[C@@]5(C)CCC(=O)C(C)(C)[C@@H]5CC[C@]43C)[C@@H]12 | 81 | 83 | 79 | 73 | 58 | 7.2* | 85 | 86
37 | CCCCCCCC/C=C/CCCCCCCC1=NC(C)(C)CN1C(C)C | -29* | -60* | -63* | 61 | -55* | -70* | -47* | -9.3*
38 | COC(=O)[C@@]1(/C=C/c2ccccc2)C(=O)N(c2ccc([N+](=O)[O-])cc2)[C@@]1(C(=O)OC)c1ccccc1 | 56 | 67 | 54 | 69 | 52 | 19 | 25 | 69
39 | CCOC(=O)CCC(=O)c1ccc2cc(OC)ccc2c1 | 80 | 88 | 102 | 91 | 123 | 97 | 93 | 100
40 | Cc1sc2nc(NC(C)c3nnnn3-c3ccc(Br)cc3)[nH]c(=O)c2c1C (stereo not drawn) | 83 | 82 | 82 | 106 | 74 | 97 | 84 | 85

Part of the list above, screen by screen:
(37) CCCCCCCC/C=C/CCCCCCCC1=NC(C)(C)CN1C(C)C
(33) O=c1nc2c(-c3ccccc3)n[nH]n2c2ccsc12

Compound | 37 | 33
T-47D | -29* | 107
MCF7 | -60* | 103
MOLT-4 | -63* | 112
BT-549 | 61 | 96
K-562 | -55* | 111
MDA-MB-468 | -70* | 97
SR | -47* | 111
MDA-MB-231 | -9.3* | 105

Other results:
cpd | canonical_smiles | T-47D | MCF7 | MOLT-4 | BT-549 | K-562 | MDA-MB-468 | SR | MDA-MB-231
41 | Cc1cc(N2CCOCC2)nc(N2CCC(C(N)=O)CC2)n1 | 106 | 95 | 120 | 97 | 106 | 101 | 124 | 97
42 | N#Cc1c(-c2ccccc2)nc(SCc2nnc(-c3ccc(Cl)cc3)o2)[nH]c1=O | 54 | 91 | 80 | 76 | 84 | 103 | 105 | 103
43 | COc1ccc2c(c1)oc1c(C)c3c(cc12)C(=O)N(N)C3=O | 96 | 88 | 98 | 93 | 102 | 107 | 112 | 84
44 | CC(=O)n1c2ccccc2c2ccccc21 | 105 | 104 | 104 | 119 | 111 | 105 | x | 126
45 | O=C(Nc1ccc2c(O)cc(S(=O)(=O)O)cc2c1)c1ccccc1 | 100 | 97 | 84 | 78 | 92 | 98 | 78 | 100
46 | Cc1ccc(S(=O)(=O)N2CC=C3C(=C(c4ccccc4)c4ccccc43)C2)cc1 | 58 | 76 | 76 | 100 | 76 | 76 | 64 | 82
47 | COc1ccc(-c2nnc(Nc3ccc(Br)cc3)o2)cc1OC | 92 | 86 | 76 | 84 | 105 | 98 | 86 | 84
48 | CC1(C)C(=O)/C(=C\c2ccco2)C[C@]2(C)[C@H]3C(=O)C=C4[C@@H]5C[C@](C)(C(=O)N6CCNCC6)CC[C@]5(C)CC[C@@]4(C)[C@]3(C)CC[C@@H]12 | 101 | 84 | 108 | 107 | 111 | 116 | 102 | 112
49 | CC(C)=CCO[C@H]1Cc2cc3ccc(=O)oc3cc2OC1(C)C | 79 | 95 | 83 | 90 | 100 | 103 | 115 | 108
50 | O=C(N/N=C/c1ccc(Br)cc1)c1cc(-c2nc3ccccc3[nH]2)nc2ccccc12 | 76 | 81 | 83 | 99 | 81 | 94 | 85 | 98
51 | O=C(CCl)Nc1c[nH]c(=O)[nH]c1=O | 87 | 91 | 91 | 86 | 107 | 112 | 95 | 92
52 | N=C(N)Sc1cc(Br)c[n+]([O-])c1 | 83 | 96 | x | 103 | 110 | 100 | 97 | 101
53 | OCNc1nc(NCO)nc(-c2ccccn2)n1 | 102 | 99 | 110 | 104 | 102 | 100 | 99 | 98
54 | Nc1ccc2c(S(=O)(=O)O)ccc(S(=O)(=O)O)c2c1 | 82 | 93 | 80 | x | 91 | x | 83 | 111
55 | CCOC(=O)c1cnc2sc(-c3ccc(OC)cc3)nc2c1Cl | 97 | 88 | 97 | 107 | 107 | 90 | 97 | 101
56 | O=c1c2nc(-c3ccccc3)oc2nc2nc(-c3ccccc3)[nH]n12 | 90 | 91 | 103 | 100 | 98 | 97 | x | 92
57 | O=c1[nH]c2ccccc2cc1CN1CCN(c2nccc(-c3ccc(Cl)cc3)n2)CC1 | 88 | 86 | 82 | 101 | 93 | 94 | 93 | 109
58 | COc1ccc(-c2nnc(-c3cc(Cl)cc(Cl)c3Cl)o2)cc1 | 89 | 81 | 120 | 96 | 96 | x | x | 92
59 | O=c1[nH]cnc2ccc([N+](=O)[O-])cc12 | 96 | 99 | 103 | 126 | 108 | 100 | 102 | 105
60 | COc1ccc(C(=O)CSc2nccc(Nc3ccc(C(C)=O)cc3)n2)cc1 | 76 | 98 | 106 | 87 | 105 | 91 | x | 117

Retrieved by compound from the entries so far (six):
cpd | canonical_smiles | T-47D | MCF7 | MOLT-4 | BT-549 | K-562 | MDA-MB-468 | SR | MDA-MB-231
47 | COc1ccc(-c2nnc(Nc3ccc(Br)cc3)o2)cc1OC | 92 | 86 | 76 | 84 | 105 | 98 | 86 | 84
52 | N=C(N)Sc1cc(Br)c[n+]([O-])c1 | 83 | 96 | x | 103 | 110 | 100 | 97 | 101
53 | OCNc1nc(NCO)nc(-c2ccccn2)n1 | 102 | 99 | 110 | 104 | 102 | 100 | 99 | 98
50 | O=C(N/N=C/c1ccc(Br)cc1)c1cc(-c2nc3ccccc3[nH]2)nc2ccccc12 | 76 | 81 | 83 | 99 | 81 | 94 | 85 | 98
41 | Cc1cc(N2CCOCC2)nc(N2CCC(C(N)=O)CC2)n1 | 106 | 95 | 120 | 97 | 106 | 101 | 124 | 97
54 | Nc1ccc2c(S(=O)(=O)O)ccc(S(=O)(=O)O)c2c1 | 82 | 93 | 80 | x | 91 | x | 83 | 111

Later entries
cpd | canonical_smiles | T-47D | MCF7 | MOLT-4 | BT-549 | K-562 | MDA-MB-468 | SR | MDA-MB-231
61 | CCc1cc(CC)c(C(=O)O)c(CC)c1 | 100 | 101 | 102 | 111 | 100 | 107 | 88 | 104
62 | Cc1ccc(C)c2c1CCC2C(C)C (stereo not drawn) | 91 | 107 | 86 | 100 | 90 | 106 | 89 | 100
63 | O=CNC(C=O)C(O)C(O)C(O)CO (stereo not drawn) | 100 | 94 | 110 | 114 | 104 | 95 | 110 | 110
64 | N#Cc1c(-c2cc(=O)oc3ccc(Cl)cc23)c(C#N)c2c(C#N)c(N)nn2c1N | 97 | 99 | 99 | 109 | 100 | 91 | 103 | 110
65 | COc1ccc([C@H]2C(C(=O)c3ccc(O)cc3)C3(N[C@@H]2c2ccccc2)C(=O)Nc2ccccc23)cc1 (stereo partly drawn) | 54 | 56 | 59 | 124 | 77 | 72 | x | 79
66 | O=C1CSC(c2ccccc2Cl)N1c1nnc(Cn2nnc3ccccc32)o1 (stereo not drawn) | 51 | 87 | 73 | 99 | 70 | 83 | 76 | 77
67 | CC(=O)Nc1ccccc1Cl | 108 | 97 | 85 | 127 | 76 | 22 | 92 | 104
68 | Cc1ccc(S(=O)(=O)Nc2ccc3ncccc3c2)cc1 | 54 | 82 | 67 | 95 | 77 | 50 | 60 | 74
69 | COc1ccc(Nc2ncccc2C(=O)NCc2cn(Cc3ccc(F)cc3)nn2)cc1 | 85 | 100 | 83 | 95 | 85 | 96 | 90 | 108
70 | CCOCC(C)C(OCC)OCC (stereo not drawn) | 117 | 97 | 109 | 96 | 124 | 98 | x | 89
71 | Fc1cccc(/C=N/Nc2nc(N/N=C/c3cccc(F)c3)nc(N3CCOCC3)n2)c1 | 90 | 81 | 66 | 88 | 65 | 88 | 40 | 97
72 | O=C1NC(=O)C(Cn2c(-c3ccccc3)nc3ccccc32)C(=O)N1 | 104 | 97 | 95 | 110 | 101 | 103 | x | 106
73 | O=C(NCc1ccc(F)cc1)c1cccc(S(=O)(=O)N2CCCC2)c1 | 86 | 99 | 106 | 110 | 95 | x | 78 | 103
74 | CC12CCCC1C1CC=C3CC(O)CCC3(C)C1CC2 (stereo not drawn) | 92 | 117 | 57 | 103 | 56 | 92 | 79 | 124
75 | c1csc(-c2nn[nH]n2)c1 | 93 | 93 | 107 | 97 | 114 | 114 | 110 | 117
